# Bioassay records (PubChem BioAssay)
# hERG rescue – shields human hERG channel from block by proarrhythmic agents. Q12809. CHO-hERG, FluxOR thallium flux, dofetilide IC70 present. activation (rescue from dofetilide block), less the hit threshold, % at 10 µM. 310,000 tested, 0.51% active. AID 1511;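 active means activation above the mean of controls blocked by dofetilide plus 5 SD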;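 further: thallium influx through hERG after potassium depolarization seen as dye fluorescence rise; in these data hits start at about 4.7%; inactives centre near -7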
# KCNQ1 inh – inhibitors of human KCNQ1 potassium channel. B-score at 10 µM. CHO-K1 KCNQ1, FluxOR thallium flux fluorescence; stronger effect = higher value. 310,000 tested, 1.3% active. P51787;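 active means compounds whose thallium flux B-score, printed positive for inhibition, exceeds three library SD while starting fluorescence stays within three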;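 further: channel opened by potassium depolarization with thallium stimulus after 20 min compound exposure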
# TMEM16A inh – blocks the mouse calcium-activated chloride channel TMEM16A; normalized B-score (activity score, 25-100; higher = stronger inhibition) at 10 µM; HEK293 TMEM16A/YFP iodide influx fluorescence, ionomycin; 310,000 tested, 1.2% active; Q8BHY3; AID 588511;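 active means ratio plate-corrected score three or more library SD toward inhibition, starting fluorescence score within five deviations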;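 further: score derived from kinetic fluorescence span divided by baseline fluorescence per well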
# Target sequence (Q8BHY3 whole entry, looked up): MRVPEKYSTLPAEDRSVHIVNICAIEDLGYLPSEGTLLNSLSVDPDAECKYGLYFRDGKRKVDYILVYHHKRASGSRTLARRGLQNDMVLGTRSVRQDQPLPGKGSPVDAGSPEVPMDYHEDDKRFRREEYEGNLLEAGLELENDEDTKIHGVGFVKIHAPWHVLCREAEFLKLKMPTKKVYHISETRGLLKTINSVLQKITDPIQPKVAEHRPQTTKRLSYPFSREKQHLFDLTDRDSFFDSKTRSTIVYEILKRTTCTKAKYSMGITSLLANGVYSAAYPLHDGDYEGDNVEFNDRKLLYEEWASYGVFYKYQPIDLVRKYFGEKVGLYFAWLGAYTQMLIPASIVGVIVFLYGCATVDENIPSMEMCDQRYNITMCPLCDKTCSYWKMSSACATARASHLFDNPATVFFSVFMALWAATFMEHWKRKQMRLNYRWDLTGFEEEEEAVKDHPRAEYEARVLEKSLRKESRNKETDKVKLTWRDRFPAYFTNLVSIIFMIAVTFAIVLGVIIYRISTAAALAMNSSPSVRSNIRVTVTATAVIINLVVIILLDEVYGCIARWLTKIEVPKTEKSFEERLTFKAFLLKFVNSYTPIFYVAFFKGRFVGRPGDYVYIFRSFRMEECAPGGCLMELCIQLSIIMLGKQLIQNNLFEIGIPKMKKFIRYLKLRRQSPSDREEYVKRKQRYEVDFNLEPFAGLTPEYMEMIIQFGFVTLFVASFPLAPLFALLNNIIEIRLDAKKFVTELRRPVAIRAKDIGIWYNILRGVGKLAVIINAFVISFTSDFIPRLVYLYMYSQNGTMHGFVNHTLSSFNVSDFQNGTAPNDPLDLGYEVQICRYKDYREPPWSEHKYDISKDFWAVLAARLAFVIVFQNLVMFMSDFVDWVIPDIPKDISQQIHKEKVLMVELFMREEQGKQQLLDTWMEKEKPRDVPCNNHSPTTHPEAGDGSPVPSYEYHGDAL
# SKKanGAS inh – SKKanGAS growth inhibition. S. pyogenes SKKanGAS, kanamycin growth, BacTiter-Glo, 6 h. inhibition, % at 7.5 µM. 300,000 tested, 1.3% active. AID 1662;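 active means mean replicate score, as percent of positive control median, at least 50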;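 further: strain carries kanamycin resistance gene driven by streptokinase promoter and grows in 40 µg/ml kanamycin; loss of luminescence reflects streptokinase promoter inhibition or plain growth inhibition; 0% = median of DMSO wells and 100% = positive control at its reference dose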
# ANO1 activ – activates or potentiates the mouse TMEM16A chloride channel; AID 623877; 340,000 tested, 0.3% active; HEK293 TMEM16A/YFP-H148Q/I152L, iodide quench fluorescence; stronger effect = lower value; B-score at 10 µM; Q8BHY3;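 active means fluorescence-ratio B-score plate-corrected deviation score at least 3 library SD below zero, with starting fluorescence score within 5 deviations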;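 further: channel opened by trigger with iodide after compound preincubation; score built on the fluorescence ratio of max minus min over baseline; more negative score means more quench and so TMEM16A activation or potentiation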
# KCNK3 block – human KCNK3 channel inhibition, primary screen | O14649 | CHO-KCNK3 thallium flux, FluxOR fluorescence; stronger effect = lower value | B-score at 10 µM | 340,000 tested, 0.84% active | AID 602410;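 active means B-score under library mean minus 4 SD, starting fluorescence ratio at most library mean plus 5 SD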;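 further: more negative B-score means stronger inhibition of thallium flux through KCNK3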
# KCNK9 inh – blocks the human KCNK9 two-pore domain potassium channel. HEK293 KCNK9, FluxOR thallium flux fluorescence; stronger effect = lower value. B-score at 10 µM. 310,000 tested, 1.2% active;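 active means ratio B-score over 3 SD below the library mean, with starting fluorescence within 5 SD of its mean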;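 further: negative B-score means less thallium flux so channel inhibition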
# RGS4 pot – RGS4 potentiation or activation. B-score at 10 µM. 310,000 tested, 0.92% active. HEK293 M3R/inducible RGS4, carbachol calcium flux Fluo4; stronger effect = lower value. AID 463111;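 active means B-score of the integrated calcium signal more than 4 SD below the library mean, with starting fluorescence not abnormally high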;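 further: negative B-score means reduced calcium response which marks RGS4 activation or potentiation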
#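 test system = M3R-expressing HEK293 line, RGS4 induced by doxycycline | probe or stimulus = carbachol at ECmax as muscarinic agonist stimulus | timing = dye loading 30 min 37 °C, buffer rest 30 min RT | signal = calcium dye Fluo4 fluorescence | evaluation = B score from integrated fluorescence ratio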
# KCNQ1 pot – potentiates or activates the human KCNQ1 potassium channel | B-score at 10 µM | 310,000 tested, 0.35% active | P51787 | CHO-K1 KCNQ1, thallium flux FluxOR fluorescence; stronger effect = higher value;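 active means fluorescence ratio B-score, a plate-corrected score, at least three library SD, with initial intensity B-score within 5 SD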
#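 Assay system: stable KCNQ1 CHO-K1 line; medium: assay buffer, equal DMSO in all wells; timing: 90 min dye loading and 20 min compound exposure, both at room temperature; technique: kinetic FluxOR thallium fluorescence, 10-s 1-Hz baseline, 110-s post-stimulus read; read-out basis: B score of baseline-normalized fluorescence ratio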
# RGS4 block – inhibitors of human RGS4. HEK293 M3R/RGS4 inducible, Fluo-4 calcium flux; stronger effect = higher value; triggered by carbachol at its EC20. P49798. B-score at 10 µM. AID 463165. 310,000 tested, 0.45% active;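 active means B-score, a plate-corrected calcium signal, over three deviations above library mean, with baseline fluorescence within five deviations of library mean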;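 further: RGS4 expression induced by doxycycline in cells with stable M3 receptor; B-score is computed from the integrated fluorescence ratio over baseline after carbachol; higher B-score means a larger calcium signal and so more RGS4 inhibition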
# HDAC3 inh – inhibitors of human histone deacetylase 3; O15379; recombinant HDAC3, fluorogenic peptide/trypsin coupled, fluorescence; inhibition, % at 8.3 µM; 320,000 tested, 0.15% active; in the data active means inhibition above about 26%, passing the limit was not always enough
# * = called active by the depositor; i = inactive; . = not tested or not shown.
No.	smiles	hERG rescue	KCNQ1 inh	TMEM16A inh	SKKanGAS inh	ANO1 activ	KCNK3 block	KCNK9 inh	RGS4 pot	KCNQ1 pot	RGS4 block	HDAC3 inh
1	CCc1nnc(NC(=O)CCC(=O)N2CCCC2)s1	-10	i	i	8	i	i	i	i	i	i	2
2	Cc1nc2ccc(NC(=S)N3CCOCC3)cc2nc1C	-2	i	i	5	i	i	i	i	i	i	-10
3	Cc1c(/C=N\NC(=O)c2ccc([N+](=O)[O-])cc2)cnn1C	-7	i	i	-8	i	i	i	i	i	i	-4
4	O=C(CSc1nc2ccccc2c(=O)n1-c1ccc(Cl)cc1)N/N=C/C=C/c1ccccc1[N+](=O)[O-]	-4	i	i	4	i	i	i	i	i	i	-6
5	CCCN(C(=O)COC(=O)CCOc1ccccc1)c1c(N)n(Cc2ccccc2)c(=O)[nH]c1=O	-2	i	i	0	i	i	i	i	i	i	2
6	O=c1c2[nH]c3ccccc3c2ncn1CCN1CCCCC1	-13	i	i	6	i	i	i	i	i	i	0
7	COC(=O)c1ccc2nc(NC(=O)COC(=O)CSc3nc(C)cc(C)n3)sc2c1	-6	i	i	1	i	i	i	i	i	i	1
8	O=C(NCc1ccccn1)Nc1ccc(Cl)c(Cl)c1	-12	i	i	10	i	i	i	i	i	i	-3
9	c1ccc2c3c([nH]c2c1)C(C1CCCCC1)N(Cc1ncc[nH]1)CC3 (stereo not given)	-10	i	i	7	i	i	i	i	i	i	-2
10	COc1cccc(NC(=O)C2CCOC2=O)c1 (stereo not given)	-5	i	i	0	i	i	i	i	i	i	1
11	CCCCC(NC(=O)COc1cc2c(c3oc(=O)cc(C)c13)CCC(C)(C)O2)C(=O)O (stereo not given)	-2	i	i	7	i	i	i	i	i	5.7*	-83
12	O=C1C(Oc2ccccc2)C(c2ccc3c(c2)OCO3)N1CCc1ccc(F)cc1 (stereo not given)	-7	i	i	-1	i	i	i	i	i	i	-3
13	O=C(OCCOCCN=C1NS(=O)(=O)c2ccccc21)c1ccncc1	-4	i	i	1	i	i	i	i	i	i	-10
14	Cc1ccc(CSc2nc(N)cc(N)n2)cc1	-8	i	i	2	i	i	i	i	i	i	0
15	COc1ccccc1/C=C/C(=O)NCC(=O)N/N=C(/C)c1ccco1	-10	i	i	-7	i	i	i	i	i	i	0
16	COc1ccccc1C(=O)N(Cc1cccs1)C1CCS(=O)(=O)C1 (stereo not given)	-3	i	i	4	i	i	i	i	i	i	-1
17	CCc1ccc(/C=C2/Sc3ccccc3N(CC(=O)NCCCOC)C2=O)cc1	-11	i	i	1	.	.	i	i	i	i	1
18	COc1ccc(CNC(=S)Nc2ccccc2Cl)cc1	-8	i	i	-4	i	i	i	i	i	i	3
19	C=CCc1cc(C)cc(C)c1OCCn1cncn1	-6	i	i	0	i	i	i	i	i	i	4
20	CC(=O)Nc1ccc(NC(=S)Nc2ccc(Br)cc2)cc1	-14	6*	i	-19	i	i	i	i	i	i	5
21	O=C(COC(=O)c1cc2c(s1)CCC2)Nc1ccc(F)cc1	-7	i	i	-1	i	i	i	i	i	i	-4
22	COc1ccc(NC(=S)N2CCC(N(C)CC3CCCO3)CC2)cc1Cl (stereo not given)	-7	i	i	-4	i	i	i	i	i	i	-3
23	CCS(=O)(=O)Nc1ccc(-c2nnc(SCC(=O)c3cccc(OC)c3)o2)cc1	-13	i	i	-2	i	i	i	i	i	i	-7
24	Cc1c(NC(=S)NC(=O)C(C)(C)C)c(=O)n(-c2ccccc2)n1C	-1	i	i	-1	i	i	i	i	i	i	5
25	O=C(Cn1nc(-c2ccccc2Cl)ccc1=O)Nc1ccc(Br)cc1	-3	i	i	0	-30*	i	i	i	i	i	10
26	CCOc1ccc(C2NC(=O)c3n[nH]c(C)c32)cc1 (stereo not given)	-10	i	i	4	i	i	i	i	i	i	6
27	COCCn1c(N)c(Sc2ccccc2[N+](=O)[O-])c(=O)[nH]c1=O	-12	i	i	-2	i	i	i	i	i	i	3
28	COc1ccc(NS(=O)(=O)c2ccc(C)c(C(=O)O)c2)cc1	-2	i	i	-3	i	i	i	i	i	i	-4
29	CC(C)N(C(=O)COC(=O)c1cc(Cl)cc(Cl)c1N)C(C)C	-7	i	i	6	i	i	i	i	i	i	-38
30	Cc1ccc(C2=NN(CC(=O)O)C(=O)CC2)cc1	-5	i	i	3	i	i	i	i	i	i	10
31	O=C(NCc1nnnn1-c1ccc(Cl)cc1)c1ccc(Br)o1	-17	i	i	-8	i	i	i	i	i	i	-10
32	C=CCSc1nc(C)cc(/C=C\c2ccccc2)c1C#N	-11	i	i	3	i	i	i	i	i	i	-3
33	CSc1ncccc1C(=O)NC(C)C1CC2CCC1C2 (stereo not given)	-8	i	i	-3	i	i	i	i	i	i	4
34	CCc1noc(C)c1C(=O)Nc1ccc(Cl)c(S(=O)(=O)N2CCCCC2)c1	-16	i	i	1	i	i	i	i	i	i	5
35	CCOC(=O)COc1nc(-c2ccc(Cl)cc2)cc(-c2ccco2)c1C#N	0	i	i	43	i	i	i	i	i	i	-7
36	Cc1ccc(NC(=O)CN(C)S(=O)(=O)c2ccc3c(c2)n(C)c(=O)c(=O)n3C)cc1	-11	i	i	-8	i	i	i	i	i	i	-2
37	Cc1ccc(N=C2C(=O)Nc3ccccc32)c(C)c1	-3	i	i	-1	i	i	i	i	i	i	2
38	COc1ccc(CCN2C(=O)c3ccccc3C2(O)c2ncc[nH]2)cc1OC (stereo not given)	-9	i	i	-1	i	i	i	i	i	i	0
39	Cc1ccc(NC(=O)COC(=O)c2ccc([N+](=O)[O-])o2)cc1S(=O)(=O)N1CCCCCC1	-11	i	i	3	i	i	i	i	i	i	1
40	COC(=O)c1[nH]c2cccc(OC)c2c1NC(=O)CCN1CCN(c2ccccc2OC)CC1	-10	i	i	11	i	i	i	i	i	i	-10
41	S=C(N/N=C/c1ccc(Cl)c(Cl)c1)Nc1ccccc1Cl	-4	i	i	1	i	i	i	i	i	i	-4
42	CCOc1ccc(NC(=O)CN(C)C(=O)Cn2cnc3c2c(=O)n(C)c(=O)n3C)cc1OCC	-7	i	i	-10	i	i	i	i	i	i	0
43	Cc1ccn2cc(CCNC(=O)CC3CCCCC3)nc2c1	-9	i	i	0	i	i	i	i	i	i	-4
44	Cc1ccc(S(=O)(=O)/N=C2/NC(=O)/C(=C/c3ccncc3)S2)cc1	-7	i	i	10	.	.	i	i	i	4.9*	2
45	O=C(Cn1nnc(-c2ccccc2NC(=O)c2ccccc2)n1)Nc1ccc2c(c1)OCCO2	-14	i	i	22	i	i	i	i	i	i	-50
46	O=C(c1ccco1)N1CCN(S(=O)(=O)c2ccc(S(=O)(=O)NC3CCCC3)cc2)CC1	2	i	i	0	i	i	i	i	i	i	8
47	CSc1ccc(/C=N/NC(=O)c2sccc2C)cc1	-9	i	i	4	i	i	i	i	i	i	-4
48	O=C(c1ccc2c(c1)OCO2)C1CCCN(Cc2ccc(OC(F)F)cc2)C1 (stereo not given)	-13	i	25*	0	i	i	i	i	i	i	0
49	CC(C(=O)Nc1ccc2c(c1)OCCO2)n1nnc(-c2ccccc2)n1 (stereo not given)	-8	i	i	-9	i	i	i	i	i	i	4
50	c1ccc(CCNc2ncnc3sccc23)nc1	-5	i	i	2	i	i	i	i	i	i	1
51	O=C(Nc1c(Cl)cc(Cl)cc1C(=O)NCCN1CCOCC1)c1ccc(Cl)cc1Cl	-14	i	i	4	i	i	i	i	i	i	-5
52	Cn1c(/C(C#N)=C(\O)COc2ccc3ccccc3c2)nc2ccccc21	0	i	i	11	i	i	i	i	i	i	-4
53	O=C(O)c1cccc(Cn2c(Cl)c(/C=N/Nc3ccccc3)sc2=O)c1	-4	i	i	21	-35*	i	i	i	i	i	-1
54	O=C(Nc1ccc(Cl)cc1)C1CCCN1C(=O)NCc1ccccc1 (stereo not given)	-9	i	i	3	i	i	i	i	i	i	5
55	COc1ccccc1N(C)S(=O)(=O)c1ccc(Cl)c(C(=O)N2CCC(C(N)=O)CC2)c1	-3	i	i	-6	i	i	i	i	i	i	3
56	CC1CCCN(CC(=O)Nc2ccc(S(=O)(=O)NC3CCCCC3)cc2)C1 (stereo not given)	-4	i	i	-2	i	i	i	i	i	i	5
57	COc1ccccc1/C=C/C(=O)NCC(=O)N/N=C/c1ccc(C(=O)O)cc1	0	i	i	-2	i	i	i	i	i	i	7
58	Cn1c(SCc2nc(-c3ccc(Cl)cc3)no2)nnc1-c1ccccc1	-10	i	i	-1	i	i	i	i	i	i	-3
59	Cc1ccccc1OCCCCN1CCCCC1	-7	i	i	-1	i	i	i	i	i	i	-7
60	COc1ccc(C2=NCC(CSc3nccc(=O)[nH]3)S2)cc1 (stereo not given)	-5	i	i	5	i	i	i	i	i	i	1

# The list continues:
No.	smiles	hERG rescue	KCNQ1 inh	TMEM16A inh	SKKanGAS inh	ANO1 activ	KCNK3 block	KCNK9 inh	RGS4 pot	KCNQ1 pot	RGS4 block	HDAC3 inh
61	CC1=CC(=C(C#N)C#N)C=C(C)N1CCN1CCN(C(=O)Nc2ccc(Cl)c(Cl)c2)CC1	-10	i	i	26	i	i	i	i	i	i	-1
62	O=C(CN(CC1CCCO1)C(=O)CNS(=O)(=O)c1ccc(Cl)cc1)NCC1CCCO1 (stereo not given)	4	i	i	-3	i	i	i	i	i	i	-5
63	CC(C)CNCC(=O)N1c2ccccc2Sc2ccccc21	-7	i	i	-2	i	i	i	-8*	i	i	2
64	O=S(=O)(NCc1ccccc1Cl)c1ccc(-n2cnnn2)cc1	-8	i	i	0	i	i	i	i	i	i	2
65	COc1cc(C2NC(=O)NC(C)=C2C(=O)Nc2cccc(C)c2C)cc(OC)c1OC (stereo not given)	-8	i	i	-3	i	i	i	i	i	i	0
66	Cc1cc(NCCN2CCOCC2)n2nc(C)c(-c3ccccc3)c2n1	-8	i	i	0	i	i	i	i	i	i	7
67	Cc1cc(C(=O)CSc2nc(N)cc(=O)[nH]2)c(C)n1-c1cccc(F)c1	-7	i	i	6	i	i	i	i	i	i	-5
68	N#C/C(=C\c1cccs1)C(=O)N1CCOCC1	-7	i	i	4	i	i	i	i	i	i	6

# Outcome played no part in choosing rows (roughly 6.3% active in at least one column).
